Screens: PubChem BioAssay, several laboratories
pCIP destab: lowers stability of the mouse p/CIP coactivator protein; Q05BA5; F442A p/CIP-EGFP cells, EGFP fluorescence, 16 h; decrease of EGFP signal, % at 10 µM; 0.01% of 290,000 active;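 active = EGFP signal decrease of at least 30% at 10 µM or well 3 SD below plate mean, unless failing retest; inactive = the rest, including hits failing retest or dose response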; note: some compounds called inactive have numbers as strong as hits; many of its hits are not listed in these tables
IDE inh: cellular human IDE inhibition; inhibition, % at 5.59 µM; HEK cells, FAbetaB cleavage, fluorescence polarization; 0.41% of 320,000 active; P14735;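 active = percent inhibition above the average of all tested compounds plus 3 SD, set per screening campaign, cut at about 16% in these data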;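 note: IDE supplied by intact live HEK cells; FP after avidin binding of uncleaved biotin substrate so inhibition keeps polarization high; 0% = DMSO wells and 100% = 60 µM reference IDE inhibitor Ii1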
CRFR2-BP antag: antagonists of CRF-binding protein/CRF-R2 receptor complex; HEK293 CRF-R2/CRF-BP, CRF-induced calcium fluorescence; inhibition, % at 11.8 µM; 0.59% of 350,000 active;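 active = inhibition of the ligand-induced calcium signal above about 50% at the single tested concentration, limit read from the data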
GalR3 antagonist: antagonists of human GalR3. 0.44% of 360,000 active. HEK293 GalR3-CNG cAMP membrane potential fluorescence; galR3 body fused to GalR1 C-terminus. inhibition, % at 3 µM. O60755;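 active = inhibition above the screen-wide average plus 3 SD, cut at about 13% in these data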;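 note: forskolin and galanin both at EC90 stimulate the cells; cAMP rise reported by CNG channel membrane potential dye signal; 0% = forskolin plus galanin with DMSO and 100% = forskolin alone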
Target sequence (O60755 1-299 limits assumed): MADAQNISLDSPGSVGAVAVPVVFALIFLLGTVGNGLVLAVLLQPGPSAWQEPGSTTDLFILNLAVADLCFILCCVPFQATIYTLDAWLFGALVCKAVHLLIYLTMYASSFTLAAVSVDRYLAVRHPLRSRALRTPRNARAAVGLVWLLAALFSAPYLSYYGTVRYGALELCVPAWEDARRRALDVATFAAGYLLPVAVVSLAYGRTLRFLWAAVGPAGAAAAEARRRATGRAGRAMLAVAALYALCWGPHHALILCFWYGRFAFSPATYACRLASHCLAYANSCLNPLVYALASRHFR
CRFR2-BP ag: agonists of human CRF-binding protein/CRF-R2 receptor complex; HEK293 CRF-R2/CRF-BP, calcium dye fluorescence (FLIPR); percent of saturating CRF peptide response; activation, % at 13.2 µM; 0.46% of 350,000 active;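 active = activation of at least 50%, plus an integration ratio under a set limit after plate pattern correction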;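 note: plate controls were neutral control wells without compound for no effect and CRF at EC100 for full effect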
CHRM4 PAM: CHRM4 positive allosteric modulation | 0.4% of 360,000 active | P08173 | activation, % at 3 µM | CHO-K1 hM4/Gqi5, Fluo-8 calcium fluorescence, ACh EC20; 0% = ACh EC20, 100% = maximal ACh | AID 624126;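 active = activation above its plate's cutoff, the mean activation of sample wells plus 3 SD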; note: some results filed as inactive read as strong as hits
Target sequence (P08173 whole entry, looked up): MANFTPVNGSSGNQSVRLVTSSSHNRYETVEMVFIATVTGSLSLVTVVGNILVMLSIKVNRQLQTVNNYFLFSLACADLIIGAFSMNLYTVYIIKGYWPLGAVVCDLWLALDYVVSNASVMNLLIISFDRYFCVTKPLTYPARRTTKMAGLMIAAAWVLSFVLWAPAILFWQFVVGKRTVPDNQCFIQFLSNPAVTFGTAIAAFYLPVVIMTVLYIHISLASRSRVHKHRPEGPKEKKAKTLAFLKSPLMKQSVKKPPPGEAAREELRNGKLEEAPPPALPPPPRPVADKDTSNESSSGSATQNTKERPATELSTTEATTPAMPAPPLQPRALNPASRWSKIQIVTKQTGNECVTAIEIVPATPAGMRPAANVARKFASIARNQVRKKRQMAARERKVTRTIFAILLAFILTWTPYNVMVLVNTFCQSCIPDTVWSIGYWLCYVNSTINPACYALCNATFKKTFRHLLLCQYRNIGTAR
PHOSPHO1 inh: PHOSPHO1 (human) inhibition; Q8TCT1; recombinant PHOSPHO1, absorbance phosphatase assay; inhibition, % at 13.3 µM; 1.1% of 290,000 active; in the data active = inhibition above about 60%
Target sequence (Q8TCT1 whole entry, looked up): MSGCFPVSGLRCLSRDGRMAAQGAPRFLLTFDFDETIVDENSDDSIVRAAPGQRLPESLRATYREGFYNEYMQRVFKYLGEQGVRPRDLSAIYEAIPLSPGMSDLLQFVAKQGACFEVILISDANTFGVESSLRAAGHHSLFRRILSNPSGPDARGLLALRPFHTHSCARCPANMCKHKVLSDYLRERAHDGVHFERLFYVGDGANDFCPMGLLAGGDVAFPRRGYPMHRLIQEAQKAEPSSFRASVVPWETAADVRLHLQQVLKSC
MEKK3 PB1 HTS: MEKK3-MEK5 PB1 interaction, increase or decrease; 1.4% of 290,000 active; binding response (% of control), % at 10 µM; Q99759; bead-based flow cytometry, Alexa488-MEK5 binding to MEKK3; actives lie on both sides; 0 = blocked by unlabeled MEK5, 100 = vehicle;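 active = binding response more than 3 SD above or below the average of its plate-row segment, actives on both sides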;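 note: Alexa488 bead fluorescence after subtracting the streptavidin-only scavenger bead signal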
IDE act: IDE (human) activation, cell-based; activation, % at 5.96 µM; HEK cells, FAbeta-B cleavage, fluorescence polarization; 0% vehicle, 100% cell-free pure enzyme wells; 0.073% of 340,000 active; P14735;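 active = activation above the mean of all tested compounds plus 3 SD, set per screening campaign, cut at about 17% in these data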
* marks the source's active call; other numbers are inactive results; . = no result given.

SMILES	pCIP destab	IDE inh	CRFR2-BP antag	GalR3 antagonist	CRFR2-BP ag	CHRM4 PAM	PHOSPHO1 inh	MEKK3 PB1 HTS	IDE act
CC(Sc1nncs1)C(=O)NCC(=O)Nc1ccc(F)c(F)c1F (stereo unspecified)	-6	1	-7	-2	-0.4	-6	17	102	-3
CS(=O)(=O)N(CC(=O)Nc1ccc(S(=O)(=O)N2CCOCC2)cc1)c1ccccc1Cl	0	1	2	-3	-0.4	-7	41	101	2
O=C(Nc1nnc(SCC(=O)N2CCOCC2)s1)C1CC(=O)N(c2ccccc2)C1 (stereo unspecified)	-9	-1	8	-9	-1.1	-2	47	100	6
O=C(O)c1ccccc1Nc1ccc(OC(F)F)cc1	-26	4	7	-3	-2.2	22	21	106	-1
COCCn1c(SCC(=O)Nc2ccccc2C(F)(F)F)nc2ccccc2c1=O	8	0	4	-8	-0.5	2	25	95	1
Cc1ccc(NS(=O)(=O)c2cccc(C(=O)N3CCOCC3)c2)cc1	-3	-2	0	-4	-0.7	-5	10	101	-2
COc1ccc(NC(=S)N2CCCC2c2ccc(OC)c(OC)c2)cc1 (stereo unspecified)	0	-2	-6	-3	-2.4	9	-13	99	1
CSc1nnc(C)c(/C=C/NOCc2cccc(F)c2)n1	2	3	17	-7	-6.5	2	-3	108	-3
COc1ccc(CCNC(=O)CCN2C(=O)c3cccc4cccc(c34)C2=O)cc1OC	5	2	1	-5	0.7	-1	52	99	0
CCn1cc(CN2CCC(C(=O)Nc3cccc(-c4cccc(F)c4)c3)CC2)cn1	-10	-2	-18	-5	-1.3	2	-10	103	2
Cc1cc2c(n1-c1ccc(C(N)=O)cc1)CC(C)(C)CC2=O	-3	10	12	-7	0.0	4	0	109	-14
CC(Oc1ccc(F)cc1)C(=O)Nc1ccc(S(=O)(=O)NC2=NCCCCC2)cc1 (stereo unspecified)	.	3	-18	-4	27	2	.	.	-2
O=C(C1CC(=O)N(c2ccc(F)cc2)C1)N1CCOCC1 (stereo unspecified)	-23	-8	-2	-7	2.5	3	15	102	-2
Cc1ccccc1OCCC(=O)OCC(=O)NC1CCCCC1	.	-3	-2	-3	-1.0	8	.	.	3
O=C(COc1cccc2c1CCN(Cc1ccc(Br)cc1)C2=O)NCc1ccco1	-1	1	64*	-3	-1.3	0	-12	102	1
COc1ccc(CCN2CC(C(=O)NCC3(O)CCCCC3)CCC2=O)cc1 (stereo unspecified)	11	0	-11	-1	1.8	4	41	99	8
O=C(NCC1CCCN(Cc2ccc3nonc3c2)C1)c1cccc(C(F)(F)F)c1 (stereo unspecified)	-9	3	1	0	1.2	-7	35	106	-1
Cc1nn(C)c(=O)n1-c1ccccc1	12	4	-6	2	1.1	-2	23	96	1
Cc1ccc2nc(SCC(=O)c3c(N)n(C4CC4)c(=O)[nH]c3=O)[nH]c2c1	.	.	-4	-1	2.6	0	.	.	-7
CCOc1nc(C)ccc1-c1noc(-c2ccncc2)n1	0	-2	-6	-1	0.7	14	-3	91	7
COC(=O)CSc1nnc(CCc2nc3ccccc3[nH]2)n1C	-1	3	-5	-4	-1.5	13	-10	100	0
COc1ccccc1-n1cc(CN2CCN(CC=C(C)C)C(CCO)C2)cn1 (stereo unspecified)	6	-3	0	-3	-1.2	-13	36	82	8
O=C(CN1C(=O)NC2(CCCC2)C1=O)OCc1cccc(Br)c1	.	-2	-12	-6	1.5	2	.	.	-1
COc1ccc(NS(=O)(=O)c2cccc(C(=O)N/N=C(\C)c3ccc(-n4ccnc4)cc3)c2)cc1	2	10	-3	1	1.9	5	28	98	3
Cc1onc(-c2ccccc2)c1NC(=O)N(CCC(=O)O)Cc1ccccc1	-5	-2	-13	-5	-1.8	7	34	104	.
CC1(C)OC(=O)N(Cc2ccco2)C1(C)O (stereo unspecified)	-16	0	12	-1	-0.3	21	-3	101	2
COCCN(Cc1ccccc1)C(=O)C1CCN(C(=O)Nc2ccccc2)CC1	.	0	6	-5	-0.1	1	.	.	5
Cc1c(C)n(O)c2ccc3nonc3c12	-9	7	6	-4	3.3	1	12	110	7
CCOc1ccccc1CN1CCN(Cc2cccc3c2OCO3)CC1CCO (stereo unspecified)	6	-1	-1	-3	0.2	1	5	98	-2
Cc1[nH]c(=O)nc(SCc2cccc(Cl)c2)c1C#N	-2	2	15	2	-1.1	8	47	97	2
O=C(Cc1ccc(S(=O)(=O)N2CCOCC2)s1)NCCC(c1ccccc1)c1ccccc1	-3	4	11	-8	2.0	-4	35	102	-4
COc1ccccc1NS(=O)(=O)c1cc(NC(=O)Cc2n[nH]c(=O)c3ccccc23)ccc1Cl	.	-1	-26	-7	1.1	-6	.	.	4
O=C(CSc1nc2ncccc2[nH]1)NCCc1ccccc1	-8	2	15	.	-3.6	5	52	105	7
CCC1CCCCN1C(=O)COC(=O)CSc1ccc(C(N)=O)cc1[N+](=O)[O-] (stereo unspecified)	.	-2	-2	-2	0.0	-4	.	.	-1
Nc1nc2ccc(NC(=O)c3ccco3)cc2s1	-17	7	-6	-8	-0.6	-4	19	100	-1
COc1cc(/C=N/Nc2nc(N3CCCC3)nc(N3CCCC3)n2)ccc1O	4	2	15	-7	-9.2	-12	-29	98	8
O=C(C1CCC(N2C(=O)C3CC=CCC3C2=O)CC1)N1CCCCC1 (stereo unspecified)	15	3	-8	-1	-1.5	1	27	101	1
COc1ccc(NC(=S)N(CCN(C)C)C(C)c2ccco2)cc1Cl (stereo unspecified)	-7	0	-15	-1	3.7	-6	-10	93	-2
Cc1cc(C)cc(NC(=S)NCCN2CCOCC2)c1	.	2	-3	0	-0.8	-4	.	106	4
CN1CCSc2ccc(C(=O)Nc3ccc(Cl)cc3)cc21	8	-2	-2	-7	0.3	-2	13	88	4

Compound profiles (already shown):
`CCC1CCCCN1C(=O)COC(=O)CSc1ccc(C(N)=O)cc1[N+](=O)[O-]` (stereo unspecified) as listed: pCIP destab: .; IDE inh: -2; CRFR2-BP antag: -2; GalR3 antagonist: -2; CRFR2-BP ag: 0.0; CHRM4 PAM: -4; PHOSPHO1 inh: .; MEKK3 PB1 HTS: .; IDE act: -1
`Cc1cc(C)cc(NC(=S)NCCN2CCOCC2)c1` as listed: pCIP destab: .; IDE inh: 2; CRFR2-BP antag: -3; GalR3 antagonist: 0; CRFR2-BP ag: -0.8; CHRM4 PAM: -4; PHOSPHO1 inh: .; MEKK3 PB1 HTS: 106; IDE act: 4

Returning to the listing; the 2 compounds before the break are reprinted first.
SMILES	pCIP destab	IDE inh	CRFR2-BP antag	GalR3 antagonist	CRFR2-BP ag	CHRM4 PAM	PHOSPHO1 inh	MEKK3 PB1 HTS	IDE act
Cc1cc(C)cc(NC(=S)NCCN2CCOCC2)c1	.	2	-3	0	-0.8	-4	.	106	4
CN1CCSc2ccc(C(=O)Nc3ccc(Cl)cc3)cc21	8	-2	-2	-7	0.3	-2	13	88	4
Cc1ccc(/C=N/n2cnc3sc4c(c3c2=O)CCCC4)o1	-5	-2	-10	0	-3.2	5	13	101	0
Cc1[nH]c2c(Cl)cccc2c(=O)c1CN1CCCCCC1	-2	7	4	-5	1.7	-9	2	103	0
Cc1ccn(-c2ccc([N+](=O)[O-])cc2)n1	2	-2	-2	-5	-3.0	-1	-2	101	-2
COc1ccc(/C(O)=C2/C(=O)C(=O)N(c3nc(C)c(C)s3)C2c2ccco2)cc1 (stereo unspecified)	-5	5	9	-2	2.0	9	43	94	0
COc1ccc(S(=O)(=O)NCC(c2ccc(F)cc2)N2CCN(C)CC2)cc1 (stereo unspecified)	.	-4	-2	-5	-0.3	0	.	.	2
CC(C)c1ccc(S(=O)(=O)N2CCN(C(=O)CCc3nc4ccccc4c(=O)[nH]3)CC2)cc1	.	.	-7	-8	-2.0	-5	.	.	.
Cn1c(SCC(=O)Nc2ccc3c(c2)OCO3)nnc1C(F)(F)F	.	-3	4	-3	-0.5	2	.	.	0
CC1(C)Cc2c(sc3[nH]c(=S)n(Cc4ccccc4)c(=O)c23)CO1	-1	-1	1	-11	0.1	1	76*	101	-1
CCOC(=O)C1=C(COC(=O)CCc2ccc(CC)cc2)NC(=O)NC1C (stereo unspecified)	.	1	5	-4	-4.2	0	.	.	3
COc1ccc(OC)c(/C=N/NC(=O)c2[nH]nc3c2CCc2ccccc2-3)c1	-2	7	-25	-5	1.4	-3	-65	105	-1
O=C(NNS(=O)(=O)c1ccc(Cl)cc1)c1sccc1-n1cccc1	-3	5	9	-6	-3.1	-5	11	102	1
CCOc1ccc2oc(=O)cc(C)c2c1	-6	-9	7	-3	0.9	5	14	107	6
COc1ccc(S(=O)(=O)Nc2cccc3c2O[C@H](CN(C)C(=O)NC(C)C)[C@@H](C)CN([C@H](C)CO)C3=O)cc1	.	4	-10	-6	-0.8	4	.	.	4
CCOC(=O)CSc1nnc(-c2cccc(Br)c2)o1	0	4	18	-4	-0.4	-1	16	89	-2
CC(C)(C)OC(=O)N1Cc2ccccc2C[C@H]1C(=O)N1CCC[C@H]1C(=O)O	-6	-4	5	-12	-0.7	-13	.	92	0
CC1CCN(S(=O)(=O)c2ccc(NC(=O)CNC3CCCCC3)cc2)CC1	1	0	-28	-7	0.2	-1	39	101	3
COCC(=O)OCC(=O)Nc1cc(C)c(C)cc1[N+](=O)[O-]	-1	-1	-3	-2	-1.1	0	4	100	2
Cc1ccc(C(=O)NC(=S)Nc2ccccc2C(F)(F)F)cc1	6	-4	-9	-1	13	-2	25	104	1
CSc1ncc(C(=O)Nc2cccc(Cl)c2)c(C)n1	-12	.	-15	-9	-0.6	-11	50	99	7
COC(=O)c1c(NC(=O)C2C3CCC(O3)C2C(=O)O)sc2c1CCCCCC2 (stereo unspecified)	-43	4	6	1	0.1	3	-6	98	2
O=C(O)C1C2C=CC(O2)C1C(=O)NCCCn1ccnc1 (stereo unspecified)	0	1	.	.	.	.	6	104	.
COc1cc(CN2CCNC(=O)C2CC(=O)NCc2csc(C(C)C)n2)cc(OC)c1 (stereo unspecified)	-13	0	12	5	-2.1	7	9	100	-3
CC1CCN(CC(=O)Nc2ccc(S(=O)(=O)N3CCC(C)CC3)cc2)CC1	-1	1	-18	-3	0.9	-4	46	101	-3
Cc1nn(Cc2ccc(C(=O)NC3CCCCC3)o2)c(C)c1Br	-9	3	11	0	-0.1	-3	7	113	1
c1ccc(-n2c(SCC3CCCCO3)nnc2-c2cnccn2)cc1 (stereo unspecified)	7	0	5	-3	3.2	8	-17	93	-1
COc1cccc(C2/C(=C(\O)c3ccc4c(c3)OCCO4)C(=O)C(=O)N2CCCN2CCOCC2)c1OC (stereo unspecified)	-6	3	5	.	0.9	2	47	104	0
CCCCN(C(=O)CCOc1ccc(OCC)cc1)c1c(N)n(Cc2ccccc2)c(=O)[nH]c1=O	.	.	-7	-6	-2.0	1	.	.	.
Cc1nn(-c2ccccc2)c2c1C1(C(=O)Nc3ccccc31)N1C(=N2)Sc2ccccc21 (stereo unspecified)	5	-1	-6	.	1.7	5	-5	101	5
C[C@H](O)[C@@H]1CN2CCc3c([nH]c4ccccc34)[C@@H]2C[C@@H]1N(C)C(=O)NC1CCCCC1	.	.	-9	-3	2.7	8	.	.	.
O=C(CCNC(=O)Cn1ccc2ccccc2c1=O)NCCN1CCN(c2cccc(Cl)c2)CC1	-4	5	-17	-3	-1.4	-1	18	100	4
CCOC(=O)C(=CNc1cc(C)ccc1C)C(=O)OCC	0	8	17	-2	-1.0	2	10	.	2
Cc1cc(-c2cccs2)c(C#N)c(=S)[nH]1	-16	-8	2	2	2.9	-4	-41	101	1
Cc1nc(S(=O)(=O)c2cccc(Cl)c2)nc2c1CCC2	-5	2	-4	-8	-1.5	17	28	.	-3
